Source: PubChem
CXCR6 inh: inhibitors of human CXCR6 receptor | inhibition, % at 20 µM | O00574 | CHO-K1 PathHunter CXCR6 beta-arrestin, luminescence | 360,000 compounds, 0.36% hits; in the data active = inhibition above about 34%, passing the limit was not always enough;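 also: antagonist mode with CXCL16 agonist at 10 nM final; 0% = 10 nM CXCL16 with DMSO and 100% = unstimulated wells without agonist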
Target sequence (O00574 whole entry, looked up): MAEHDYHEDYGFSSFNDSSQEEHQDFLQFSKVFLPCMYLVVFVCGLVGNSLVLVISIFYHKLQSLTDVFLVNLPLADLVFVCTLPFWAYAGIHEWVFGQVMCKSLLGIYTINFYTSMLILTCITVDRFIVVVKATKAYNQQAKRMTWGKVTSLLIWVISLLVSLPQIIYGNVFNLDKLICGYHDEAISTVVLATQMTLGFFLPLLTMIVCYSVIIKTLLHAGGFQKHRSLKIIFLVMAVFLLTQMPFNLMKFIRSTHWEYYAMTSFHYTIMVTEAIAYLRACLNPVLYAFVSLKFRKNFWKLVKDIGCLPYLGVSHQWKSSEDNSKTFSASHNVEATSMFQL
EBI2 block: blocks human EBI2 receptor beta-arrestin signaling. EBI2 beta-arrestin recruitment, luminescence, 7a,25-OHC stimulated. inhibition, % at 5 µM. 360,000 compounds, 0.81% hits. AID 651636; in the data active = inhibition above about 38%;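 also: enzyme fragment complementation signal reports receptor beta-arrestin coupling in cells; 0% = agonist plus DMSO wells and 100% = wells without agonist; some results beyond the cut were filed as inactive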
Gli-Sufu block: blocks Gli-Sufu signaling in a luciferase reporter. Sufu-KO-LIGHT fibroblasts, Gli luciferase reporter luminescence. inhibition, % at 5 µM. 340,000 compounds, 0.74% hits. AID 588413;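 active = inhibition above about 55%, limit read from the data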;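 also: 0% = DMSO-treated cells and 100% = wells with medium but no cells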
CCR6 antagonist: blocks CCL20-driven beta-arrestin recruitment at human CCR6. P51684. CHO-K1 CCR6 PathHunter beta-arrestin, luminescence, CCL20-stimulated. inhibition, % at 20 µM. 340,000 compounds, 0.49% hits. AID 493098;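 active = compounds whose inhibition of the agonist-driven luminescence signal at 20 µM reaches about 50%, limit read from the data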;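 also: cells stimulated with CCL20 at 14 nM final; plate controls were DMSO with CCL20 for no effect and DMSO without agonist for full effect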
Target sequence (P51684 whole entry, looked up): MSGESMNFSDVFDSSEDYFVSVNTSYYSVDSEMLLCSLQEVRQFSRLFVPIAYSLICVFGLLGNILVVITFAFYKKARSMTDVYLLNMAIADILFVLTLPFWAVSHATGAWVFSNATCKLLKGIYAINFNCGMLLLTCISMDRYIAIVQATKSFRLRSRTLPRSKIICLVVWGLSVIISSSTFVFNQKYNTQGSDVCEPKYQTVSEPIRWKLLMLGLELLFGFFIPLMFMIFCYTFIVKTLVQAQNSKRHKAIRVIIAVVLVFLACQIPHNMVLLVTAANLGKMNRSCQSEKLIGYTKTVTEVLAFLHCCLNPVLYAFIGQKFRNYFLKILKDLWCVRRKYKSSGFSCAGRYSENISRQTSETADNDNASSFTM
UBC13 inh: blocks human UBC13 polyubiquitin chain formation; AID 485273; P61088; 330,000 compounds, 0.47% hits; inhibition, % at 20 µM; TR-FRET; in the data active = inhibition above about 45%, passing the limit was not always enough
APJ ag: activates the human apelin receptor APJ | P35414 | CHO-K1 APJ PathHunter beta-arrestin, luminescence; 0% DMSO wells, 100% apelin | activation, % at 20 µM | 330,000 compounds, 0.11% hits | AID 2520;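 active = activation more than six SD over the plate average, tested at 20 µM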;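 also: 0% = DMSO alone and 100% = apelin-13 at 10 nM; some results filed as inactive read as strong as hits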
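assay system = CHO-K1 APJ beta-arrestin complementation cell line | input = cell density 1000 per well | dosing = compound 20 µM once, DMSO 1% | timing = compound 90 min 25 °C, reagent 1 h | measured by = luminescence from split beta-galactosidase complementation, Galacton Star/Emerald II substrate | read-out basis = APJ agonist activity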
ATG4B inhibitor: inhibitors of human ATG4B cysteine protease; Q9Y4P1; ATG4B cleavage of LC3-PLA2, NBD-HPC fluorescence, 1 h; inhibition, % at 8.33 µM; 340,000 compounds, 0.51% hits; AID 504462; in the data active = inhibition above about 40%
Target sequence (Q9Y4P1 whole entry, looked up): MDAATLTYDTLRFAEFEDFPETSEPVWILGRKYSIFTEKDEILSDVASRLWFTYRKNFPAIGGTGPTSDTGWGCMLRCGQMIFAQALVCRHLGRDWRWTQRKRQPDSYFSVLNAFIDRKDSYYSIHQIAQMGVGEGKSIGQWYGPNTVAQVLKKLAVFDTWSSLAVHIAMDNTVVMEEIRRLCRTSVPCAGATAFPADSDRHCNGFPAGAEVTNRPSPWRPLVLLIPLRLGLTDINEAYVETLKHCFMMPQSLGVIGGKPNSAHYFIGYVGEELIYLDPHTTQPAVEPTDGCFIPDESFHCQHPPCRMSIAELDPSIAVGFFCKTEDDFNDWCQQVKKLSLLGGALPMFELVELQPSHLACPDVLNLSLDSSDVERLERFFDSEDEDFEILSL
APJ antag: APJ receptor antagonism | AID 2521 | 330,000 compounds, 0.32% hits | CHO-K1 APJ beta-arrestin complementation, luminescence | inhibition, % at 20 µM;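 active = inhibition above about 40% at 20 µM, limit read from the data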;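 also: cells challenged with 10 nM apelin-13 agonist together with compound; plate controls were apelin-13 plus DMSO wells for no effect and DMSO wells lacking apelin-13 for full effect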
The depositor's hits bear a star; · = no result given. Hits appear at their usual frequency, and some 3% of all compounds hit somewhere here.

SMILES | CXCR6 inh | EBI2 block | Gli-Sufu block | CCR6 antagonist | UBC13 inh | APJ ag | ATG4B inhibitor | APJ antag
CC1CCN(C(=O)COC(=O)c2ccc(Br)o2)CC1 | 4 | 0 | 3 | -15 | -2 | -6 | 2 | 28
O=C(NC(=S)Nc1cccnc1)c1ccccc1 | 8 | 1 | -34 | 34 | -4 | -5 | 9 | 24
O=C(Nc1ccc(F)cc1)c1cccc(C(=O)Nc2ccc(F)cc2)c1 | -3 | -1 | -4 | -3 | 7 | -1 | -7 | 14
O=C(N/N=C/c1ccc2c(c1)OCO2)c1ccc2c(c1)OCCO2 | -4 | 4 | -55 | 6 | -12 | -1 | -3 | 7
CN(C)S(=O)(=O)c1ccc(SCC(=O)Nc2cccc(S(=O)(=O)N3CCCC3)c2)nc1 | 3 | 0 | -12 | 6 | · | · | -9 | ·
CCc1ccc(C(=O)CN2C(=O)NC3(CCOc4ccccc43)C2=O)s1 (centres undefined) | 2 | -8 | -10 | 2 | -12 | -1 | 0 | 7
COc1ccc(C(CNCC(O)COc2c(C)ccc(C)c2C)N(C)C)cc1 (centres undefined) | 4 | -3 | 13 | 12 | 11 | -4 | 11 | 12
COc1ccc(-c2cc(C(=O)NC(C(=O)O)C(C)C)c(C)o2)cc1OC (centres undefined) | 2 | 11 | -14 | 2 | 9 | -2 | -11 | -1
Cc1ccc(Cc2c(C)nc3nc(SCC(=O)NCCN4CCOCC4)nn3c2C)cc1 | -5 | -13 | -3 | -3 | 0 | -3 | -6 | 19
CSC1=NCCN1S(=O)(=O)c1ccccc1 | -4 | 0 | -1 | 4 | -28 | -1 | -2 | -2
CCN(CC)S(=O)(=O)c1cc(NC(=O)CSc2nnc(N)s2)ccc1C | 1 | -10 | -13 | 7 | 0 | -1 | -7 | -63
O=C(Nc1ccccc1)C(O)C(O)C(=O)Nc1ccccc1 (centres undefined) | 0 | -13 | 6 | -8 | 4 | -3 | -11 | 8
Cc1onc(-c2ccccc2)c1C(=O)NNC(=S)NC(=O)c1ccc2c(c1)OCO2 | 18 | 8 | -1 | 26 | -11 | -10 | -10 | 28
Oc1ccc(Nc2nc(-c3ccc(O)cc3)cs2)cc1 | 4 | 8 | 13 | 1 | 1 | 7 | -9 | 1
O=S(=O)(NCc1ccc(F)cc1)c1ccc(-n2cnnn2)cc1 | -11 | 0 | -3 | 8 | -5 | -4 | -4 | 7
Cc1ccc(/C=N\NC(=O)CC(=O)NCCc2ccccc2)cc1 | -10 | 5 | -13 | -7 | 0 | -1 | -6 | -11
C=C(CO)C1Cc2cc(C(C)=O)ccc2O1 (centres undefined) | -1 | -6 | -2 | -12 | -3 | -3 | -7 | 11
Cc1cccc(NC(=S)N(CCN(C)C)Cc2cc3cc(C)ccc3[nH]c2=O)c1 | 6 | 8 | 27 | 8 | 8 | -1 | 6 | 8
COc1cccc(NC(=O)c2ccc3c(c2)OCO3)c1 | -6 | 3 | -87 | -11 | -7 | 5 | 2 | 17
Cc1ccc2cc(CCNC(=O)c3ccco3)c(=O)[nH]c2c1 | 0 | -4 | -49 | -12 | 2 | -3 | -11 | 17
Cc1ccc(C(=O)C2CCN(CC(=O)NC3CCCC3)CC2)cc1 | 1 | -7 | -5 | 17 | -2 | 2 | -4 | 6
CC(NC(=O)COC(=O)c1ccc(S(=O)(=O)N2CCOCC2)cc1)c1ccccc1 (centres undefined) | 0 | -12 | -1 | 5 | -3 | -2 | -6 | -9
CN1C2CCC1CC(NC(=O)c1cc(Cl)cc3[nH]cnc13)C2 (centres undefined) | 1 | 0 | 5 | -10 | 4 | 1 | 0 | -7
CCC(=O)NC(NC(=S)Nc1cccc2cccnc12)C(Cl)(Cl)Cl (centres undefined) | 0 | -1 | -3 | -1 | -9 | 1 | -6 | -2
O=C(CCSCCC(=O)N1CCCC1)N1CCCC1 | -3 | 0 | 7 | 0 | -8 | -4 | -12 | -2

Single records, as listed above. Values in the order: CXCR6 inh, EBI2 block, Gli-Sufu block, CCR6 antagonist, UBC13 inh, APJ ag, ATG4B inhibitor, APJ antag
`CCC(=O)NC(NC(=S)Nc1cccc2cccnc12)C(Cl)(Cl)Cl` (centres undefined) is listed with 0, -1, -3, -1, -9, 1, -6, -2
`COc1ccc(C(CNCC(O)COc2c(C)ccc(C)c2C)N(C)C)cc1` (centres undefined) is listed with 4, -3, 13, 12, 11, -4, 11, 12
`CN(C)S(=O)(=O)c1ccc(SCC(=O)Nc2cccc(S(=O)(=O)N3CCCC3)c2)nc1` is listed with 3, 0, -12, 6, ·, ·, -9, ·
`Cc1onc(-c2ccccc2)c1C(=O)NNC(=S)NC(=O)c1ccc2c(c1)OCO2` is listed with 18, 8, -1, 26, -11, -10, -10, 28
`Cc1cccc(NC(=S)N(CCN(C)C)Cc2cc3cc(C)ccc3[nH]c2=O)c1` is listed with 6, 8, 27, 8, 8, -1, 6, 8

Next records.
SMILES | CXCR6 inh | EBI2 block | Gli-Sufu block | CCR6 antagonist | UBC13 inh | APJ ag | ATG4B inhibitor | APJ antag
Cn1nnnc1SCc1ccccc1[N+](=O)[O-] | -3 | -11 | 1 | -8 | 1 | 4 | -2 | -2
NC12CC3CC(C1)CC(O)(C3)C2 | 1 | -7 | -19 | 3 | 2 | -6 | 15 | 19
C/C(=N\NC(=O)OC(C)(C)C)c1cccc([N+](=O)[O-])c1 | 5 | 3 | -20 | 13 | 1 | -3 | -3 | 8
CCOC(=O)C1(CCCc2ccccc2)CCN(C(=O)CSC)CC1 | -10 | 8 | 12 | 15 | 1 | -2 | -1 | 10
CCCOc1ccc(N2C(=O)CC(NCC(=O)OCC)C2=O)cc1 (centres undefined) | -6 | 0 | 4 | -9 | -3 | -5 | 10 | 11
O=C1CC(c2ccc3c(c2)OCO3)CN1 (centres undefined) | 2 | 13 | 2 | 0 | 4 | -3 | -2 | 14
CC1CCCN(C(=O)COC(=O)CNS(=O)(=O)c2ccc3ccccc3c2)C1 (centres undefined) | -19 | 14 | -6 | -1 | 1 | -4 | 2 | 8
CCC(C)NC(=O)CSc1ccc(Cl)cc1 (centres undefined) | 7 | -9 | -8 | -19 | 7 | -4 | -5 | 1
Cc1ccc(NCC2(N=Cc3ccccc3)OC(CO)C(O)C2O)cc1 (centres undefined) | 6 | -2 | 3 | 14 | · | · | -4 | ·
COc1ccc(NC(=O)CSc2nc3ccncc3[nH]2)c(OC)c1 | -3 | -4 | 5 | -2 | 6 | -1 | 6 | 5
Cn1c(=O)c2[nH]c(N=NNc3ccccc3F)nc2n(C)c1=O | 9 | 0 | 7 | 8 | -15 | -1 | 9 | 15
O=C(NCC(c1cccs1)N1CCOCC1)c1cc(Cl)ccc1[N+](=O)[O-] (centres undefined) | 0 | 0 | -7 | 15 | -1 | -3 | -5 | 15
COc1ccc(NC(=O)C2CC(=O)OC23CCCCC3)cc1 (centres undefined) | 0 | -4 | 0 | 0 | 3 | -2 | -3 | -16
COc1ccc(N2C(=O)c3ccccc3NC2c2ccc(OC)c(CN3CCOCC3)c2)cc1 (centres undefined) | 3 | -9 | -32 | 10 | 9 | -4 | -7 | 10
Cc1ccc(C(=O)OCC(=O)N2CCCc3ccccc32)cc1C | -1 | 10 | -12 | 26 | 1 | -8 | 20 | -30
CCOC(=O)N1CCc2c(sc3c2c(=O)n(Cc2ccccc2)c(=O)n3Cc2ccc(C)cc2)C1 | 15 | 14 | 3 | 21 | -6 | -1 | -7 | 16
CCOC(=O)C1CCCN(C(=O)c2cc3c(OC)c(OC)c(OC)cc3[nH]2)C1 (centres undefined) | 8 | 2 | 7 | 11 | -2 | -2 | 1 | 2
CCOc1ccc(-n2c(SCc3nc(-c4ccc(C)cc4)no3)nnc2-c2ccncc2)cc1 | 9 | 16 | 7 | 21 | 3 | -6 | -13 | -1
COc1cc(OC)cc(C(=O)Nc2cccc(-c3ccc(N4CCOCC4)nn3)c2)c1 | 0 | 1 | -19 | 2 | 6 | 2 | -13 | -7
Cc1ccc(OCC(=O)Nc2nnn(C)n2)c(C)c1 | -6 | -4 | 2 | 7 | 7 | 2 | -8 | 3
CN(Cc1ccccc1)C(=O)c1ccc(NC(=O)Cc2ccc(NC(=O)C3CCCN(C(=O)C4CCC4)C3)cc2)cc1 (centres undefined) | -4 | -6 | -1 | 8 | · | · | -19 | ·
Cc1c(Cl)cnc(NC(=O)COC(=O)c2nn(C)c(=O)c3ccccc23)c1Cl | -1 | -2 | -5 | 3 | -2 | -2 | -1 | -2
CCN(CC)S(=O)(=O)c1ccc(Cl)nc1 | 0 | 3 | 8 | -1 | -1 | -3 | 2 | -9
CC(=O)c1sc2nc(-c3cccs3)cc(C(F)(F)F)c2c1N | 3 | -5 | 24 | 3 | -4 | -3 | -21 | 13
C=CCN1C(=O)C(=O)N(Cc2nc3ccccc3s2)C1=O | -11 | -16 | 10 | -15 | -2 | -4 | -2 | 0

Further records.
SMILES | CXCR6 inh | EBI2 block | Gli-Sufu block | CCR6 antagonist | UBC13 inh | APJ ag | ATG4B inhibitor | APJ antag
O=C(NCc1ccccn1)c1cc(-c2ccc(Br)cc2)nc2ccccc12 | 6 | 12 | -1 | 9 | 1 | -2 | 7 | -7
Cc1c(CCC(=O)O)c(=O)oc2c(C)c(OCc3ccccc3Cl)ccc12 | 0 | -4 | 8 | 10 | -12 | -1 | 7 | 9
Cc1nc(NC(=O)CSc2nnc(C3CC3)n2C)sc1C | -5 | -7 | -19 | 9 | -1 | -2 | 7 | 9
Cc1cc(NC(=O)COC(=O)[C@@H](NS(=O)(=O)c2ccccc2)C(C)C)no1 | 1 | -3 | -2 | 19 | 2 | -1 | -5 | 1
CCOc1ncccc1-c1nc(-c2cccs2)no1 | 10 | -1 | -12 | 8 | -9 | -2 | -11 | 19
Cc1c(/C(O)=C2\C(=O)C(=O)N(CCN(C)C)C2c2cccnc2)cnn1-c1ccccc1 (centres undefined) | 3 | -10 | 1 | 5 | -7 | -1 | 2 | 20
COc1cc(OC)c2ccc(=O)oc2c1C(CC(=O)N1CCOCC1)c1ccc(N(C)C)cc1 (centres undefined) | -1 | -18 | -16 | 12 | 3 | -3 | -2 | 18
CC(=O)Nc1cccc(C(=O)NCC2(N3CCCCC3)CCCCC2)c1 | 2 | -3 | 20 | -2 | 1 | -4 | -11 | 8
C/C(CC(C)C)=N/Nc1ccc([N+](=O)[O-])cc1[N+](=O)[O-] | 3 | 15 | 5 | 9 | -19 | 5 | -6 | -15
O=C(NCC1CCCO1)c1ccc2c(=O)n(-c3ccccc3)c(=S)[nH]c2c1 (centres undefined) | 10 | -10 | -2 | 13 | 0 | 0 | -3 | -11
CCOc1cccc(CNc2ccc(O)cc2)c1OCc1ccccc1Cl | -2 | -14 | 0 | 26 | 4 | 2 | 22 | -49
N#Cc1nc(-c2ccco2)oc1N1CCN(Cc2ccccc2)CC1 | 6 | 3 | 12 | -10 | -4 | -5 | -5 | 11
COC(=O)c1ccc(NC(=S)NC(=O)c2c(Cl)cnn2C)cc1 | 20 | -7 | -13 | 29 | -2 | -3 | 7 | 34
CN1CCN(c2ccccc2NC(=O)Cc2cn(C)c3ccccc23)CC1 | 9 | -12 | -16 | -7 | 7 | 6 | -6 | -15
CCCCCC(=O)Nc1cccc2ccccc12 | -2 | 0 | -5 | 2 | 3 | -1 | 4 | -2
COc1ccc(OC)c(NC(=O)C2CCN(C(=O)c3cccs3)CC2)c1 | 0 | 3 | 19 | 9 | -12 | -2 | 2 | -5
Cc1cccc(C(=O)NNC(=O)c2ccc3ccccc3c2)c1 | 4 | 37 | -5 | 8 | · | · | -5 | ·
O=c1cc(CSc2nc3ccccc3c(=O)[nH]2)c2ccc(O)cc2o1 | -3 | -33 | -8 | 3 | · | · | -10 | ·
CC(=O)C1=C(C)OC2(O)c3ccccc3C(=O)C12O (centres undefined) | -2 | -23 | 4 | 11 | -45 | -3 | -2 | 11
CCn1cc(CN(C)C(=O)/C=C/c2ccc([N+](=O)[O-])cc2)c(C)n1 | -16 | 9 | -2 | -5 | -9 | -3 | 0 | -5
COc1ccc(/C=C(\C#N)C(=O)ONC2=NCCCCC2)cc1 | -5 | 0 | -6 | -36 | -6 | 9 | 2 | -85
